Compound activity: PubChem BioAssay, National Center for Advancing Translational Sciences (NCATS)
MBNL1-CUG inh – qHTS Assay for Inhibitors of MBNL1-poly(CUG) RNA binding; TR-FRET MBNL1-His/biotin-(CUG)12 binding, 665/545 ratio; Potency, µM (titrated, usually from 57.5 µM), for inactives: at the highest dose activity change, negative = inhibition, usual class: inhibitors; 0.036% of 280,000 active; AID 2675, 2010; active means well fitted inhibition curve with a large enough effect in the signal ratio, with a control signal flat, not every such curve was filed as active; inconclusive means small, poorly fitted or top-dose-only effect, or effect the other way, or a change in a side signal; inactive means no such curve, though single readings can be large or run the other way; the % refers to the signal ratio; further: potency means the concentration at half of the fitted maximal effect; on the % scale 0 is the no-effect control and ±100 the full control effect
Target sequence (Q9NR56 whole entry, looked up): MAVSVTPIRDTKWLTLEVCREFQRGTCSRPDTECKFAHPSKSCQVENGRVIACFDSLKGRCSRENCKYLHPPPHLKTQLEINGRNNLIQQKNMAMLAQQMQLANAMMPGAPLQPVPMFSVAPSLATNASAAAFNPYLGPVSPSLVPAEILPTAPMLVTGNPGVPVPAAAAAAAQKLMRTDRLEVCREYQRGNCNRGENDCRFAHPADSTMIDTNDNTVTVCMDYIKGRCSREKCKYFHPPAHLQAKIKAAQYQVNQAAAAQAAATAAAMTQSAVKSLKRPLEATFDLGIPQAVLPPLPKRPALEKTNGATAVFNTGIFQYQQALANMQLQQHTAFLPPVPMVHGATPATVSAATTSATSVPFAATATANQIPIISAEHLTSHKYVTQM
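His-tagged MBNL1 binding to biotinylated (CUG)12 RNA was measured by TR-FRET using terbium anti-His antibody (0.055 ng/ul final) and streptavidin-XL665 (5 nM final). Compounds were titrated 92 nM to 58 uM; 60 min at room temperature.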
PTAP TSG101 blk – qHTS Assay for Iinhibitors of HIV-1 Budding by Blocking the Interaction of PTAP/TSG101 | Tumor susceptibility gene 101 protein (Homo sapiens), Q99816 | Fluorescence polarization, FITC-PTAP peptide / Tsg101 binding | Potency, µM (titrated, usually from 115 µM), for inactives: top-dose activity change, negative = inhibition, most hits filed as inhibitors | 340,000 tested, under 10 active | AID 493005, 2010; active means well fitted inhibition curve with a large enough effect in the main read-out, with a control signal flat, not every such curve was filed as active; inconclusive means small, poorly fitted or top-dose-only effect, or effect the other way, or a change in a side signal; inactive means no such curve, though single readings can be large or run the other way; further: potency means the concentration at half of the fitted maximal effect; % of control where 0% means no effect
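Steps: Tsg101 binding domain dispensed (10 uM final), compounds pinned in DMSO, FITC-labeled PTAP-motif peptide added (50 nM final); after 20 min binding at room temperature, polarization measured.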
Mito fusion act – qHTS Assay for Small Molecule Inhibitors of Mitochondrial Division or Activators of Mitochondrial Fusion; S. cerevisiae fusion-defective mutant growth rescue, CellTiterGlo 48 h; Potency, µM (top dose mostly 46.1 µM), without a hit: top-dose growth rescue (activation), most hits filed as activators; 0.23% of 320,000 active; AID 485298, 2010;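 further: potency means the concentration at half of the fitted maximal effect; % of control where 0% means no effect; nearly all actives have a fitted effect of over 45% in size; temperature-sensitive fusion mutants such as fzo1-1 at 37 °C on non-fermentable ethanol glycerol medium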
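Yeast fusion mutant, YPEG (non-fermentable carbon), compound, 48 h at 37C non-permissive; CellTiterGlo added, 10 min RT, luminescence read. Rescued growth = division inhibition.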
ASM inhibitor – Inhibitors of Secretory Acid Sphingomyelinase (S-ASM): qHTS | Sphingomyelin phosphodiesterase (Homo sapiens), P17405 | placental ASM, HMU-PC fluorogenic substrate, 60 min | 0.006% of 340,000 active | Potency, µM (highest dose often 57.5 µM), without a hit: at the top dose activity change, negative = inhibition, most hits filed as inhibitors; further: potency means the concentration at half of the fitted maximal effect
Target sequence (P17405 47-631 limits assumed): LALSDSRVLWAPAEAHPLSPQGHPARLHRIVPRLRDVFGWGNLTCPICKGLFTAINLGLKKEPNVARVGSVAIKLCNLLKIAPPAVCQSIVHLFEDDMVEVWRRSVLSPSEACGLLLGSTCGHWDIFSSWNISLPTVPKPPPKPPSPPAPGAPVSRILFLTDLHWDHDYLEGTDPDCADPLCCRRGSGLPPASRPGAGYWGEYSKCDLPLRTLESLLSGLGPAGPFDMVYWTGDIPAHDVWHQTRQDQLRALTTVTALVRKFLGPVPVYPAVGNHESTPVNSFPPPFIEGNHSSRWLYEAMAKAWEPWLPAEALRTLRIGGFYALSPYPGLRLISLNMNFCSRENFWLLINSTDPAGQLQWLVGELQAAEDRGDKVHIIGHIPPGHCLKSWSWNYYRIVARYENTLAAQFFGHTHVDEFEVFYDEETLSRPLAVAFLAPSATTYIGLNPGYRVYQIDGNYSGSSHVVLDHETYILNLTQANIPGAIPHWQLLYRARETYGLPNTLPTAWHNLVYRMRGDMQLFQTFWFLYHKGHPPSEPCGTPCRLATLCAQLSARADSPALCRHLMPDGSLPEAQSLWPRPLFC
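Human placenta-derived ASM enzyme was preincubated with compound for 10 minutes at room temperature, then given fluorogenic substrate HMU-PC0 (9 uM final) for 60 minutes at 37 °C; a pH 10 stop preceded fluorescence reading at Ex 386/Em 447 nm.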
Menin-MLL TR inh – qHTS Assay for Inhibitors Targeting the Menin-MLL Interaction in MLL Related Leukemias: Competition With Texas Red Labeled MLL-derived Mutant Peptide; O00255; Menin + Texas Red MLL mutant peptide, fluorescence polarization; Potency, µM (series often up to 61.6 µM), for inactives: at the top dose FP activity change, negative = inhibition, most hits filed as inhibitors; 0.23% of 270,000 active; AID 1768, 2009; active means well fitted inhibition curve with a large enough effect in the polarisation, with a control signal flat, not every such curve was filed as active; inconclusive means small, poorly fitted or top-dose-only effect, or effect the other way, or a change in a side signal; inactive means no such curve, though single readings can be large or run the other way; the % refers to the polarisation; further: potency means the concentration at half of the fitted maximal effect; % of control where 0% means no effect; many of its hits are not listed in these tables
Integrin act MD – qHTS for Activators of Integrin-Mediated Alleviation for Muscular Dystrophy; alpha7betagal myoblasts, beta-gal FDG fluorescence, 48 h; Potency, µM (highest dose often 38.3 µM), for inactives: at the highest dose activation, usual class: activators; 0.064% of 350,000 active; AID 624291, 2012;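 further: potency means the concentration at half of the fitted maximal effect; 100% = response of the positive control SU9516; nearly all actives have a fitted effect of over 60% in size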
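alpha7betagal+/- myoblasts (passage 13, 250/well) treated 48 h at 37C with compounds at 1:260 dilution of DMSO stock. Lysed, then beta-galactosidase activity read as FDG fluorescence (ex 480/em 540) after 30 min, with pre-read for autofluorescence.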
TCR act – Activators of T cell receptors: qHTS campaign; primary human leukocytes, anti-CD3, IL-2 HTRF, 48 h; Potency, µM (series often up to 9.22 µM), for inactives: top-dose activation of IL-2 secretion, hits mostly activators; 330,000 tested, under 10 active; AID 504894, 2011; further: % of control where 0% means no effect
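Human primary leukocytes + a-CD3 beads + cpd, 48 hr; IL-2 in supernatant by HTRF (ex 320nm / em 665nm). No co-stimulatory signal supplied.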
TSHR antag – Antagonists of the Thyroid Stimulating Hormone Receptor: HTS campaign; TSHR-expressing cells, TSH-stimulated cAMP HTRF, 2 h; hits give low values; activity change, negative = inhibition, % at 11.5 µM; 0.2% of 330,000 active;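 active means activity change below a set negative limit, meaning inhibition stronger than a set level, cut at about -70% in these data; inconclusive means activity change between two set negative limits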; further: on the % scale 0 is the no-effect control and ±100 the full control effect
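Read-out is FRET at 665 nm (cryptate excitation 337 nm) from a cryptate-tagged anti-cAMP antibody, competed by cell cAMP against cAMP-d2. Compounds are tested on freshly harvested TSHR cells challenged with 4nM TSH (EC80) for 2 hours at 37 deg C.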
CXXC DNA block – qHTS Fluorescence Polarization Assay for Inhibitors of MLL CXXC domain - DNA interaction. MLL-CXXC / FITC-HOXA9 DNA fluorescence polarization. Potency, µM (highest dose often 115 µM), for the others: top-dose activity change, negative = inhibition, most hits filed as inhibitors. Histone-lysine N-methyltransferase 2A (Homo sapiens), Q03164. 0.037% of 290,000 active. AID 2662, 2010; active means well fitted inhibition curve with a large enough effect in the polarisation, with a control signal flat, not every such curve was filed as active; inconclusive means small, poorly fitted or top-dose-only effect, or effect the other way, or a change in a side signal; inactive means no such curve, though single readings can be large or run the other way; the % refers to the polarisation; further: potency means the concentration at half of the fitted maximal effect
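Fluorescence polarization: 7 uM MLL-CXXC (stock) preincubated 5 min with compounds, then 50 nM fluorescein-HOX-A9 DNA (stock) added; 30 min ambient. Buffer 50 mM Tris-HCl pH 7.5, 50 mM NaCl, 1 mM DTT, 0.05% BSA.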
AT treatment – qHTS Assay for Identifying a Potential Treatment of Ataxia-Telangiectasia. 0.19% of 320,000 active. Potency, µM (doses to about 57.5 µM), without a hit: at the top dose activation, usual class: activators. AID 485349, 2010. […] A-T fibroblasts, KAP-1 phosphorylation AlphaLISA; neocarzinostatin DNA damage 30 min before lysis; further: potency means the concentration at half of the fitted maximal effect; % of control where 0% means no effect; nearly all actives have a fitted effect of over 45% in size
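ATM-like activity read as KAP-1 phosphorylation via AlphaLISA donor/acceptor antibody pairs after lysis and 6 hr at 25C. Cells were ATM-null patient fibroblasts ([…], hTERT), dosed 60 min, then exposed to the DSB inducer NCS for 30 min.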
* = called active by the depositor; ? = inconclusive; / = no result given; [ ] = dose if it differs, or a comment. Unless noted, the call rests on the fitted dose curve; in most records, active means well fitted curve in the direction sought with a large enough effect; inconclusive means small, poorly fitted or top-dose-only effect, or another doubt; inactive means no such curve, though single readings can be large; an effect the other way counts as inactive or inconclusive. An excerpt. The share of hits here may be higher or lower than overall.

no.	molecule	MBNL1-CUG inh	PTAP TSG101 blk	Mito fusion act	ASM inhibitor	Menin-MLL TR inh	Integrin act MD	TCR act	TSHR antag	CXXC DNA block	AT treatment
1	Cc1ccccc1OCCCSc1nc2ccccc2[nH]1	-4%	1%	?	-5%	15%	-10%	4%[46.1 µM]	-31	?	12%
2	CCOc1ccc(CCNC(=O)COC(=O)c2cccnc2SC)cc1OCC	/	-1%	-1%	2%	/	-19%	1%	1	/	0%
3	C=C(C)C(=O)Nc1ccc(OC(F)(F)C(F)F)c(NC(=O)C(=C)C)c1	-5%	1%	1%	-1%	-9%	8%	20%	-4	2%	-8%
4	COc1ccc(S(=O)(=O)N2CCCCCC2)cc1N(C)S(=O)(=O)c1ccc(C)cc1	-17%	0%	4%	6%	-19%	-33%	1%[46.1 µM]	0	-5%	?
5	CCCOc1ccc(S(=O)(=O)N2C(=O)CC(=O)N(Cc3ccc(OCC)cc3)C2=O)cc1	/	-10%	-2%	0%	/	-29%	2%	17	-2%	-6%
6	CC(C)C[C@@H](CN=[N+]=[N-])N1CCN(CC(C)C)CCC1=O	4%	0%	1%	4%	11%	-18%	5%	0	1%	7%
7	CCOC(=O)c1ccc(N2CCCCC2)c(NS(=O)(=O)c2ccc(C)cc2)c1	0%	-1%	-1%	-3%	/	-40%	-5%	-30	0%	5%
8	CCOc1ccc(S(=O)(=O)N2CCN=C2Cc2ccccc2)cc1C	-4%	-2%	-4%	-1%	/	-6%	1%	-3	5%	6%
9	Cc1nc2cc3c(cc2s1)OCO3	4%	3%	-1%	0%	/	17%	21%	15	4%	-7%
10	CC1(C)CC(=O)C(C2NCCc3ccccc32)=C(O)C1 (stereo not drawn)	20%	-4%	1%	-2%	?	1%	4%	6	3%	/
11	O=C(NCC1CCCO1)c1cc([N+](=O)[O-])ccc1N1CCC(Cc2ccccc2)CC1 (stereo not drawn)	/	-6%	-2%	-9%	/	8%	2%	-11	/	2%
12	Cc1oc(-c2cccc(Cl)c2)nc1CS(=O)(=O)CC(=O)NCCN1CCCC1	-4%	-3%	-1%	0%	-14%	-67%[inhibitor]	-5%	-1	/	3%
13	O=C(c1ccccc1)N1CCCCC(Sc2nnnn2-c2ccccc2)C1=O (stereo not drawn)	-4%	-6%	5%	-1%	-4%	3%	-3%[46.1 µM]	-2	17%	3%
14	COC(=O)c1ccc(NC(=O)Cc2ccccc2)cc1	1%	-3%	-9%	-1%	9%	6%	2%	12	-6%	-1%
15	O=S(=O)(c1ccc(-c2ccon2)s1)N1CCCC1	/	-3%	-3%	2%	/	13%	1%	-6	1%	1%
16	Fc1ccc(-c2nc3ccccc3c3nc4ccccc4n23)cc1	-14%	-1%	?	-2%	-2%	17%	-5%[46.1 µM]	28	?	0%
17	COc1ccc(/C=C(\C#N)C(=O)Nc2ccc3[nH]c(=O)[nH]c3c2)cc1	7%	-2%	-1%	5%	/	33%	0%	-3	-11%	-14%
18	O=C(C[C@@H]1C/C=C/CCCC(=O)O[C@H](c2ccccc2)CNC1=O)NCCO	/	/	/	7%	/	-6%	14%	8	/	-2%
19	Cc1cc2oc(=O)cc(CN3CCC(C)CC3)c2c(C)c1Cl	-7%	1%	-8%	-2%	2%	15%	5%	5	-4%	7%
20	O=C(Nc1nc(=O)n(C(=O)C2CC2)s1)c1ccccc1	?	1%	5%	-8%	-20%	19%	4%	-8	3%	0%
21	COC(=O)c1ccc(NC(=O)Cn2nnc(-c3cccs3)n2)cc1	-3%	-7%	-5%	3%	-13%	19%	3%	-7	3%	2%
22	Cc1cccc(N(C(=O)c2ccc(CN3CCOCC3)o2)C(C(=O)NC(C)(C)C)c2ccc(F)cc2)c1 (stereo not drawn)	9%	1%	-4%	-1%	-4%	2%	0%[46.1 µM]	-1	-6%	-6%
23	CC1CCN(c2ccc(/C=N\Nc3nncn3N)cc2[N+](=O)[O-])CC1	/	0%	0%	-13%	-12%	-16%	9%	19	-3%	2%
24	COC(=O)Cc1ccc(NC(=S)N2CCN(CCO)CC2)cc1	/	2%	/	-2%	/	3%	1%	/	/	/
25	CCn1cc(C(=O)N[C@H](C(=O)NCCCN2CCOCC2)C(C)C)c(=O)c2cc3c(cc21)OCO3	-3%	-5%	-3%	4%	-3%	-6%	0%	6	9%	-3%
26	CCN1CCN(C(=O)CCn2c(=O)c3cccn3c3cccnc32)CC1	-6%	?	3%	-1%	/	18%	-1%	8	11%	8%
27	CCCNC(=O)CSc1nc2ccccc2c(=O)n1CCC	-9%	1%	10%	0%	-2%	3%	1%	3	3%	7%
28	COc1ccc(C(=O)OCC(=O)Nc2cccc(S(=O)(=O)N3CCCCCC3)c2)cc1[N+](=O)[O-]	/	0%	/	-5%	/	-3%	12%	/	/	/
29	COc1ccccc1CNC(=O)CCCNC(=O)Cn1cnc2sc(C)c(C)c2c1=O	-4%	-8%	-1%	-3%	9%	17%	-26%	5	19%	-4%
30	NS(=O)(=O)c1ccc(CNC(=O)c2cc(=O)c3ccccc3o2)cc1	?	0%	4%	1%	12%	1%	-1%	-4	18%	9%

One compound at a time, from the list above. Order of screens: MBNL1-CUG inh, PTAP TSG101 blk, Mito fusion act, ASM inhibitor, Menin-MLL TR inh, Integrin act MD, TCR act, TSHR antag, CXXC DNA block, AT treatment
Entry for CC1(C)CC(=O)C(C2NCCc3ccccc32)=C(O)C1 (stereo not drawn) : 20%, -4%, 1%, -2%, ?, 1%, 4%, 6, 3%, /
Entry for O=C(c1ccccc1)N1CCCCC(Sc2nnnn2-c2ccccc2)C1=O (stereo not drawn) : -4%, -6%, 5%, -1%, -4%, 3%, -3%[46.1 µM], -2, 17%, 3%

Next section.
no.	molecule	MBNL1-CUG inh	PTAP TSG101 blk	Mito fusion act	ASM inhibitor	Menin-MLL TR inh	Integrin act MD	TCR act	TSHR antag	CXXC DNA block	AT treatment
31	COc1ccc(NC(=O)CSc2ncnc3sc(C)cc23)cc1	13%	-2%	-7%	-5%	2%	17%	11%	2	1%	6%
32	Cc1c(NC(=O)COc2cccc(Cl)c2Cl)c(=O)n(-c2ccccc2)n1C	/	-3%	4%	0%	/	17%	-7%	12	/	-5%
33	O=C(CCN1C(=O)/C(=C\c2ccccc2F)SC1=S)Nc1ccc(C(=O)O)c(O)c1	?	/	7%	/	?	/	/	-35	0%	-4%
34	N#Cc1ccc(S(=O)(=O)Nc2ccccc2N2CCOCC2)cc1	/	-3%	/	2%	/	12%	12%	13	/	7%
35	CCOC(=O)/C=C1\SCC(=O)N1CC(=O)Nc1ccccc1OC(F)F	-2%	0%	2%	3%	-8%	-15%	-2%	-4	24%	1%
36	O=C(O)/C=C/C(=O)Nc1cc(F)ccc1F	/	-9%	-1%	4%	/	22%	-2%	-1	7%	-1%
37	CCOc1ccc(-n2c(SCC(=O)Nc3ccc(Br)cc3)nc3n[nH]c(C)c3c2=N)cc1	34%[activator]	-1%	-3%	0%	5%	-48%[inhibitor]	-4%	-14	1%	-3%
38	CC(C)(C)NC(=O)CSc1nc(N)c(-c2ccccc2)c(=O)[nH]1	-4%	-1%	-4%	7%	-1%	1%	-6%	-6	-6%	3%
39	CC(C)(C)NC(=O)Cn1c(SCC(=O)NCc2cccs2)nc2ccccc21	-11%	-12%	-1%	3%	4%	-50%[inhibitor]	1%	-3	-7%	5%
